Screening results as filed in PubChem BioAssay.
VEEV TC-83 Vero – inhibitors of VEEV TC-83 cytopathic effect, confirmation, Vero cells (AID 588727). Vero cells, VEEV TC-83 cytopathic effect inhibition; higher % means a stronger effect. inhibition, % at 20 µM, or IC50 in µM where a hit was titrated. 350,000 tested, 0.13% active; in the data active = a potency from the dose series; inconclusive = inhibition mostly from about 14% at the one dose, without a potency; inactive = the rest, 99 in 100 with inhibition below about 12%; also: strong numbers were not always called active
PhoP GFP inhibition – Inhibition of PhoP regulon, Salmonella typhi GFP reporter cells, confirmation, 4 h (AID 1850); Salmonella Typhi PhoP-promoter GFP reporter, fluorescence, 4 h; higher % means a stronger effect; inhibition, % at 50 µM, or IC50 in µM where a hit was titrated; 310,000 tested, 0.33% active; in the data active = a potency from the dose series; inconclusive = inhibition mostly from about 25% at the one dose, without a potency; inactive = the rest, 99 in 100 with inhibition below about 19%;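 also: 0% = induced wells with vehicle and 100% = uninduced wells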
H37Rv inhibition – M. tuberculosis growth inhibition, HTS (AID 449762). M. tuberculosis H37Rv growth inhibition, 7H9 media; higher % means a stronger effect. inhibition, % at 25 µM; hits with a dose series show IC50 in µM. 330,000 tested, 0.59% active; in the data active = a potency from the dose series; inconclusive = inhibition above about 70% without an active follow-up result;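 also: bacterial growth assessed after seven days of incubation; strong numbers were not always called active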
M. tuberculosis – growth inhibition of non-replicating M. tuberculosis (AID 488890). inhibition, % at 25 µM, or IC50 in µM where a hit was titrated. 320,000 tested, 0.39% active. Mycobacterium tuberculosis non-replicating, growth inhibition; higher % means a stronger effect; in the data active = a potency from the dose series; inconclusive = inhibition mostly from about 82% at the one dose, without a potency; inactive = the rest, 99 in 100 with inhibition below about 76%;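 also: plate controls were DMSO cells for no effect and high antibiotic wells for full effect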
H1N1 NS1A inhibition – H1N1 influenza NS1A inhibitors, functional cell based assay (AID 504329). NS1A functional cell-based assay, percent inhibition; higher % means a stronger effect. inhibition, % at 12.5 µM; hits with a dose series show IC50 in µM. 340,000 tested, 0.3% active; in the data active = a potency from the dose series; inconclusive = inhibition above about 27% without an active follow-up result; also: strong numbers were not always called active
VEEV TC-83 Vero 10K pilot screen – further read-out of VEEV TC-83 Vero, marked with its call; inhibition, %; measured here: 10K pilot screen inhibition
The depositor's hits bear a star; i = inactive; ? = inconclusive; . = not tested or not shown.

SMILES	VEEV TC-83 Vero	PhoP GFP inhibition	H37Rv inhibition	M. tuberculosis	H1N1 NS1A inhibition	others
NC(=O)C1CCN(C(c2ccccc2F)c2nnnn2Cc2ccco2)CC1 (stereo unspecified)	1.6%	-4%	-8%	24%	22%
Cc1ccc(NC(=S)NNS(=O)(=O)c2ccc3ccccc3c2)cc1Cl	1.6%	-9%	0%	66%	-4%
O=C(O)[C@H](Cc1ccccc1)N1Cc2ccccc2C1=O	i	-6%	-7%	-4%	-2%	VEEV TC-83 Vero 10K pilot screen=0.1
COc1ccccc1S(=O)(=O)N1CCNC(=O)C1	0.1%	.	7%	-4%	-19%
CCOC(=O)c1c(C)c(C(=O)NCc2ccc(OC)cc2)c(C)n1C	i	-12%	-3%	2%	-1%
CCOC(=O)C1=C(C)C/C(=N\NC(=O)c2ccccc2O)CC1	3.6%	5%	?	4.2µM*	-18%
COc1ccc(CN(C)Cc2ccccc2)c(OC)c1OC	1.1%	7%	2%	-13%	-2%
COc1ccc(/C(=N/O)C(C)(C)NO)cc1	1.2%	-17%	2%	85%	12%
Cc1cc2nc3n(c2cc1C)CC1CC(C(=O)NCCC(C)C)N(C)C31 (stereo unspecified)	i	-11%	-1%	-11%	-4%
Nc1cccnc1Sc1cccc(Cl)c1	3.0%	23%	1%	-5%	-12%
CCOC(=O)c1sc(NC(=O)c2cc3ccccc3o2)nc1C	2.4%	12%	4%	7%	0%
Nc1ccc(-c2nnnn2-c2ccc(N)cc2)cc1	0.3%	-3%	1%	-7%	-9%
Cc1ccc(CNC(=O)C2=CCN(S(=O)(=O)c3ccc(C)cc3)CC2)cc1	1.4%	-5%	2%	27%	0%
CC1CCC(C(C)C)C(OC(=O)COC(=O)c2cc(O)ccc2N)C1 (stereo unspecified)	9.4%	3%	3%	-2%	-6%
COc1cc(/C=C/c2ccc3cccc([N+](=O)[O-])c3n2)ccc1OCC(=O)O	0.6%	13%	49%	.	3%
C/C=C/C=C/C(=O)OC(C)C(=O)Nc1cc([N+](=O)[O-])ccc1OC (stereo unspecified)	2.1%	-5%	-6%	0%	-2%
CS(=O)(=O)N(CC(=O)N1CCCCCC1)c1ccc2c(c1)OCCO2	0.9%	-12%	-2%	9%	-3%
O=C(CC1C(=O)NCCN1Cc1cccc(F)c1)NCCCN1CCCC1=O (stereo unspecified)	2.2%	-8%	-2%	-3%	-24%
Cc1ccc(NS(=O)(=O)c2ccc3c(c2)oc(=O)n3C)cc1F	1.1%	17%	3%	-5%	24%	VEEV TC-83 Vero 10K pilot screen=1.2
O=C(Nc1cc(F)ccc1F)C1CCCN(c2ncnc3c2nc2n3CCCCC2)C1 (stereo unspecified)	?	1%	9%	13%	-9%
COc1ccc(C(=O)NCCC(C)C)cc1S(=O)(=O)N1CCOCC1	i	-27%	-7%	-10%	-1%
Cc1oc(-c2cccs2)[n+]([O-])c1C	1.9%	3%	-13%	-21%	8%
COc1cccc(-c2csc(N3CCN(C(=S)Nc4ccccc4Cl)CC3)n2)c1	i	-6%	1%	3%	-9%
O=C(CCc1ccccc1)n1nc(-c2ccco2)nc1SCc1ccccc1	3.8%	.	.	.	5%
CCOC(=O)c1ccccc1NC(=O)C1CC(=O)N(C2CCCC2)C1 (stereo unspecified)	0.8%	.	.	.	-20%
The list continues:
SMILES	VEEV TC-83 Vero	PhoP GFP inhibition	H37Rv inhibition	M. tuberculosis	H1N1 NS1A inhibition	others
Cc1cc(/C=C2/SC(=O)N(CC(=O)N3CCCC3)C2=O)ccc1N1CCOCC1	0.4%	-8%	-3%	2%	5%
NC(=O)COC(=O)c1sc2ccccc2c1Cl	0.4%	7%	?	8.2µM*	-1%
CCOC(=O)N1CCC(NC(=O)c2cc(COc3ccc(F)cc3Cl)on2)CC1	0.4%	-7%	-13%	-1%	9%
COc1ccc(C(CC(=O)NCc2ccccc2)C(C)C)cc1 (stereo unspecified)	i	-4%	2%	-7%	-7%
O=C(COC(=O)c1cc[n+]([O-])cc1)Nc1ccc(Cl)cc1[N+](=O)[O-]	0.9%	-6%	-4%	-2%	12%
COC(=O)CS(=O)(=O)c1nnc([C@H](Cc2ccccc2)NC(=O)OC(C)(C)C)o1	7.8%	3%	3%	35%	5%
CCCCCCCCC(=O)NNC(=O)c1c(O)c2ccccc2n(CCC)c1=O	i	4%	15%	0%	2%	VEEV TC-83 Vero 10K pilot screen=0.0
OC1CCCN(Cc2ccc3c(c2)Cc2ccccc2-3)C1 (stereo unspecified)	i	8%	5%	7%	-11%
COCCC(=O)N1CCC(Oc2ccc(C(=O)NCCc3ccccn3)cc2)CC1	1.9%	-6%	2%	-8%	-3%
CCOc1ccc(S(=O)(=O)N2CCCCC2)c2ccccc12	i	-1%	6%	17%	15%
CC(CCN1CCN=C1Nc1ccccc1)c1ccccc1 (stereo unspecified)	0.2%	0%	-3%	9%	2%
CN(C)CCCNC(=S)N1CCn2c(nc3ccccc32)C1	1.8%	-1%	-5%	-10%	11%
COc1cc(/C=N\NC(=O)Cn2nnc3ccccc32)cc(OC)c1OC	0.9%	5%	2%	3%	-6%
COCCN(C)Cc1nc(C(c2ccccc2)c2ccccc2)no1	0.8%	-1%	-2%	-4%	-4%
O=C(CN1C(=O)NC2(CCOc3ccccc32)C1=O)Nc1ccc2c(c1)OCCO2 (stereo unspecified)	i	4%	-8%	-1%	3%
O=C(C1CCN(S(=O)(=O)c2cccnc2)CC1)N1CCN(c2ccc(Cl)cc2)CC1	i	1%	10%	10%	19%
CC(=O)c1c(C)[nH]c(C(=O)OCC(=O)NCC(C)C)c1C	0.5%	32%	-5%	-17%	-8%
CC(=O)C1(O)CCC2C3CCC4CC(=O)CCC4(C)C3C(=O)CC21C (stereo unspecified)	2.1%	.	.	.	-16%
COc1ccccc1NC(=O)c1cc(OC)c(OC)cc1[N+](=O)[O-]	1.2%	9%	4%	9%	8%
CC(=O)n1cc([C@H]2C=C(C(=O)Nc3ccccc3)O[C@@H](OCCCCO)C2)c2ccccc21	9.1%	-3%	7%	15%	-20%
Cc1noc(C)c1S(=O)(=O)Nc1ccc(C(=O)N2CCCCC2)cc1	i	15%	-9%	8%	-2%
COc1ccc(C(=O)NCc2ccon2)cc1OC1CCN(C(C)C)CC1	3.0%	-9%	-1%	-10%	-2%
CCCCn1cnc2c(SCc3cccc(F)c3)nc(N)nc21	3.4%	.	.	.	-24%
COc1ccccc1C(=O)NCCC(=O)NCCc1ccccc1	3.2%	-5%	5%	-7%	0%
CC(C)(C)c1ccc(-c2cc(-c3ccccc3O)[nH]n2)cc1	2.1%	-5%	56%	-6%	-2%
(further entries)
SMILES	VEEV TC-83 Vero	PhoP GFP inhibition	H37Rv inhibition	M. tuberculosis	H1N1 NS1A inhibition	others
CC(C)(C)OC(=O)N[C@@H](C(=O)OC(C)(C)C)c1ccc(Br)cc1	0.1%	.	-2%	-10%	-12%
O=S(=O)(NCc1ccccc1)[C@@H]1CC2C=CC1C2 (stereo partly specified)	0.6%	.	-14%	1%	1%	VEEV TC-83 Vero 10K pilot screen=0.6
O=S(=O)(NC1=NCCCCC1)c1ccc(Cl)cc1Cl	0.2%	.	10%	-30%	-6%
CN1CCN(c2nc(Nc3ccc(O)cc3)nc3ccccc23)CC1	2.3%	19%	-6%	0%	9%
O=C(CN1CCN(C(c2ccccc2)c2ccccc2)CC1)N1CCOCC1	0.4%	-4%	8%	9%	-6%
O=C(Nc1nnc(CCN2CCCCC2)s1)c1ccccc1Cl	2.0%	4%	-3%	-3%	-2%
OCCNc1nc2ccccc2nc1NCCO	5.1%	2%	-7%	-17%	1%
COc1ccc(OC)c(/C=N/NC(=O)Cn2ccnc2C)c1	1.9%	10%	-1%	-8%	-4%
Cc1ccc(-c2noc(-c3ccccc3C(=O)NCc3ccco3)n2)cc1	9.3%	1%	-4%	-2%	-1%
O=C(CSc1ncnc2ccccc12)NCCCO	0.5%	-9%	0%	1%	0%
CCOc1ccc(NC(=S)N2CCCCCC2)cc1	0.8%	-9%	4%	2%	0%
CNC(=O)c1nnn(Cc2ccccc2)c1NC(C)=O	i	-8%	-26%	-6%	-3%
COc1ccc(NC(=O)Nc2cccc3c2O[C@H](CN(C)C(=O)Nc2ccc(OC)cc2)[C@@H](C)CN([C@H](C)CO)C3=O)cc1	6.6%	.	7%	8%	0%
CCCSc1ccc([C@@H]2[C@H]3C(=O)N(C)C(=O)[C@H]3[C@]3(C(=O)OC)CCCN23)cc1OC	i	.	-7%	2%	4%
Cn1c(=O)c2c(ncn2CCOc2ccc(F)cc2)n(C)c1=O	0.5%	1%	-6%	3%	10%
COc1ccc(C(=O)CSc2ccc(-c3ccc(C)cc3)nn2)cc1	0.1%	0%	3%	50%	-2%
NC(=O)c1ccccc1NC(=O)CSc1nc2c(c(=O)[nH]1)CCCC2	0.3%	4%	-7%	-6%	15%
Cc1ccc(OCCSc2ncnc3sc(C)c(C)c23)cc1C	4.4%	-4%	-6%	1%	8%
CCN1CCN(C(=O)c2cccc(OC3CCN(S(=O)(=O)N(C)C)CC3)c2)CC1	i	-4%	0%	-2%	-6%
CCOC(=O)C1=C(N)c2ccccc2CC1C(C)C (stereo unspecified)	i	2%	-2%	0%	-3%
CN1CC=C2C(C#N)=C(N)C(C#N)(C#N)C(Cc3ccccc3)C2C1 (stereo unspecified)	3.4%	-1%	13%	22%	-2%
COc1ccccc1CNC(=O)COc1ccc(C)nc1[N+](=O)[O-]	0.2%	-5%	2%	25%	-4%
NC(=O)c1ccc(NC(=O)CCCNC(=O)c2ccc(Cl)cc2)cc1	0.8%	-2%	1%	3%	1%
O=C(c1ccc(F)cc1)N1CCCC(C(=O)N2CCN(c3ccccc3)CC2)C1 (stereo unspecified)	i	-5%	1%	4%	-16%
COc1ccc2c(c1)OCC1=C2CCC2(C)C(=O)CC=C12 (stereo unspecified)	.	-8%	18%	?	.

Reprinted from the entries so far, six compounds:
SMILES	VEEV TC-83 Vero	PhoP GFP inhibition	H37Rv inhibition	M. tuberculosis	H1N1 NS1A inhibition	others
CC(C)(C)OC(=O)N[C@@H](C(=O)OC(C)(C)C)c1ccc(Br)cc1	0.1%	.	-2%	-10%	-12%
O=S(=O)(NCc1ccccc1)[C@@H]1CC2C=CC1C2 (stereo partly specified)	0.6%	.	-14%	1%	1%	VEEV TC-83 Vero 10K pilot screen=0.6
O=S(=O)(NC1=NCCCCC1)c1ccc(Cl)cc1Cl	0.2%	.	10%	-30%	-6%
CN1CCN(c2nc(Nc3ccc(O)cc3)nc3ccccc23)CC1	2.3%	19%	-6%	0%	9%
O=C(CN1CCN(C(c2ccccc2)c2ccccc2)CC1)N1CCOCC1	0.4%	-4%	8%	9%	-6%
O=C(Nc1nnc(CCN2CCCCC2)s1)c1ccccc1Cl	2.0%	4%	-3%	-3%	-2%

Next results.
SMILES	VEEV TC-83 Vero	PhoP GFP inhibition	H37Rv inhibition	M. tuberculosis	H1N1 NS1A inhibition	others
CC(NC(=O)c1cccc2ccccc12)c1ccc2c(c1)CCCC2 (stereo unspecified)	0.2%	-3%	6%	-6%	0%
CCOC(=O)c1[nH]c2ccc(OC)cc2c1NC(=O)CN1CCSCC1	0.1%	7%	0%	0%	2%
Cc1ccc(C(=O)CSc2nnc(COc3ccccc3)o2)cc1	0.1%	0%	?	49%	5%	VEEV TC-83 Vero 10K pilot screen=0.5
CC(OC(=O)CCCc1nc2ccccc2s1)C(N)=O (stereo unspecified)	0.2%	19%	5%	-23%	-2%
COc1ccc(OC(=O)COc2ccc(C)cc2)cc1	1.2%	3%	-2%	44%	-11%
Cc1cc(-n2nnc3ccccc32)nc2ccccc12	0.2%	10%	-12%	8%	-3%
CCN(CC)C(=O)Cn1cc(S(=O)(=O)CC(=O)Nc2ccccc2C)c2ccccc21	0.2%	-6%	-5%	-12%	-10%
CC(C)(C)Sc1ccccc1S(=O)(=O)C(C)(C)C	i	-1%	-8%	-7%	7%
Cc1sc2nc(SCc3nc(-c4cccs4)no3)n(-c3ccccc3)c(=O)c2c1C	1.1%	1%	-2%	-8%	5%
Cc1ccc(-n2cccc2/C=C2/C(=N)N3C(=NC2=O)SN=C3S(C)(=O)=O)cc1Cl	1.3%	-11%	-5%	46%	23%
O=C(NNC(=O)c1ccc(Cl)cc1Cl)c1cccs1	1.0%	-6%	2%	-2%	-17%
O=C(CCN1CCN(S(=O)(=O)c2ccc(Cl)cc2)CC1)Nc1ccc(F)cc1	0.9%	-15%	9%	24%	12%
COc1ccccc1C(=O)NC(=S)Nc1ccc(N2CCOCC2)c(Cl)c1	5.4%	2%	1%	-3%	20%
COc1ccc(-c2nn(-c3ccccc3)cc2C(=O)NC2CC2)cc1	1.6%	.	-11%	-1%	-7%
